Screens deposited in PubChem by The Scripps Research Institute Molecular Screening Center.
CHRM1 agonist – agonists of human M1 muscarinic receptor | CHO-K1 hM1, Fluo-8 calcium fluorescence, agonist mode; 0% DMSO, 100% acetylcholine EC100 | 360,000 tested, 0.33% active | activation, % at 3 µM | P11229;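 active = activation above the run's mean compound activation plus 3 SD, cut at about 16% in these data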;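 note: peak over basal fluorescence ratio within a 140 s kinetic read after compound addition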
M1 PAM – human CHRM1 positive allosteric modulation | CHO-K1 hM1, Fluo-8 calcium fluorescence, ACh EC20; 0% = ACh EC20, 100% = maximal ACh | P11229 | activation, % at 3 µM | 360,000 tested, 0.088% active; in the data active = activation above about 19%, passing the limit was not always enough
M1 antag – human CHRM1 antagonism. P11229. CHO-K1 hM1, Fluo-8 calcium fluorescence, ACh EC80 antagonist. inhibition, % at 3 µM. 360,000 tested, 1.3% active;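 active = percent inhibition above its own plate's cutoff, namely the mean of that plate's compound wells plus 3 SD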;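 note: peak over basal fluorescence ratio during 140 s after agonist addition; 0% = ACh EC80 plus DMSO and 100% = DMSO alone without agonist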
OXTR ag – agonists of human oxytocin receptor | 320,000 tested, 0.32% active | AID 2435 | CHO-OTR cells, Fluo-8 calcium fluorescence; normalized: DMSO 0%, oxytocin 100% | activation, % at 3 µM;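 active = activation above the mean of all tested compounds plus 3 SD, cutoff set per screening run, cut at about 20% in these data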;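 note: peak over basal fluorescence ratio from a 100 s FLIPR kinetic read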
TAAR1 antagonist – human TAAR1 antagonism; CHO RD-HGA16 TAAR1, Fluo-8 calcium fluorescence, antagonist; 360,000 tested, 1.5% active; Q96RJ0; inhibition, % at 3 µM;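 active = inhibition above a per-plate cutoff, the mean inhibition of test compounds on that plate plus 3 SD, cut at about 49% in these data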;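 note: 0% = DMSO plus EC80 beta-PEA response and 100% = DMSO alone without agonist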
Target sequence (Q96RJ0 whole entry, looked up): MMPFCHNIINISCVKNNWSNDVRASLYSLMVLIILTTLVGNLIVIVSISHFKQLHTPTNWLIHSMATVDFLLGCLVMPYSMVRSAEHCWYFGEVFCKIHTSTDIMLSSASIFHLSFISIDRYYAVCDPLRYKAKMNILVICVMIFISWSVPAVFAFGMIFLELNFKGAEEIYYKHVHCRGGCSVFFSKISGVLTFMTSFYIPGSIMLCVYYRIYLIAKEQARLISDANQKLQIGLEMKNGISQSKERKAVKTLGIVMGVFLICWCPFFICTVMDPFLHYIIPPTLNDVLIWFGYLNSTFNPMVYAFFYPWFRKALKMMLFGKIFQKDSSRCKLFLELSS
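Test system: hTAAR1-expressing CHO RD-HGA16 cells, Gα16-coupled; Probe or stimulus: EC80 β-phenethylamine stimulus; Compound dosing: single nominal final test compound concentration of 3 µM; Timing: 140 s kinetic read after compound, 140 s after agonist; Signal: Fluo-8 calcium-sensitive fluorescence; Measure: % inhibition of agonist calcium response; Controls: DMSO and EC80 PEA controls.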
V1aR counter – counter-screen for oxytocin receptor agonists: human V1a receptor agonists; P37288; CHO-V1R cells, Fluo-8 calcium fluorescence, agonist mode; 0% DMSO, 100% 3 nM vasopressin; activation, % at 3 µM; 320,000 tested, 0.25% active; AID 2797;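 active = activation above the mean activation of all tested compounds plus 3 SD, per screening run, cut at about 20% in these data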;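 note: signal is peak over basal fluorescence ratio across a 100 second FLIPR read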
Target sequence (P37288 whole entry, looked up): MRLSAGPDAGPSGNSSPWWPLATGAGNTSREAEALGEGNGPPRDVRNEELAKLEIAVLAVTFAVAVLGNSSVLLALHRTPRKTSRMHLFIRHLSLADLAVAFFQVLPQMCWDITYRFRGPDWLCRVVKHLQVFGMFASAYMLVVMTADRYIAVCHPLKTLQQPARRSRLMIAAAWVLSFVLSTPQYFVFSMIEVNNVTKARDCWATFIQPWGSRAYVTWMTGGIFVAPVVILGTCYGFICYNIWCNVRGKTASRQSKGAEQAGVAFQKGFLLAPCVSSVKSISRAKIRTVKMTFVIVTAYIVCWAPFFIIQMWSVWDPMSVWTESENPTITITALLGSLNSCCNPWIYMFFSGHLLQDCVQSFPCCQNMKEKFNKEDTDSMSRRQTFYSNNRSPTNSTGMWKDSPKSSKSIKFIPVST
TAAR1 ag – agonists of human TAAR1. CHO RD-HGA16 TAAR1, Fluo-8 calcium fluorescence; vehicle wells 0%, saturating PEA agonist 100%. activation, % at 3 µM. 360,000 tested, 0.99% active. AID 624467;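 active = activation above the mean activation of all test compounds in the run plus 3 SD, cut at about 38% in these data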
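System: CHO-derived RD-HGA16 cells with stable Gα16 and human TAAR1. Times: 17-24 h plating, Fluo-8 75 min 37 °C, 30 min RT. Measured by: calcium-sensitive Fluo-8 signal, excitation 470-495, emission 515-575 nm. Read-out basis: % activation relative to PEA EC100 response. Control set: DMSO and PEA EC100. Repeats: no replicates (n 1).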
CHO parental Ca – counter-screen: ATP calcium response change in parental CHO cells; parental CHO-K1, ATP-induced calcium, Fluo-8 fluorescence; inhibition, % at 5.6 µM; 330,000 tested, 0.63% active; AID 463079;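 active = inhibition above that plate's mean sample inhibition plus 3 SD, cut at about 26% in these data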;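 note: 0% = ATP-challenged DMSO wells and 100% = DMSO wells without ATP; some compounds past the cut are filed as inactive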
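Test system: untransfected parental CHO cell line. Compound: one dose, 5.6 µM nominal. Detection: intracellular calcium via Fluo-8 no-wash fluorescent dye. Measure: % inhibition. Benchmarks: ATP-challenged DMSO wells low, unchallenged DMSO wells high.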
OXTR potentiate – potentiators of human oxytocin receptor | P30559 | CHO-OTR cells, Fluo-8 calcium fluorescence, potentiator mode; 0% = oxytocin EC15, 100% = EC100 | activation, % at 3 µM | 320,000 tested, 0.061% active | AID 2445;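 active = activation above that plate's cutoff, the mean activation of tested compounds plus 3 SD, cut at about 6.6% in these data, passing the limit was not always enough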;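 note: 100% uses oxytocin at 75 nM as the full agonist control; some results filed as inactive read as strong as hits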
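Measured by – Fluo-8 calcium dye fluorescence · Test system – human OTR in CHO cells · Dosing – one concentration, 3.0 µM compound · Controls – EC15 oxytocin alone as 0%, 75 nM oxytocin as 100% · Evaluation – normalized max/min fluorescence ratio, % activation · Timing – 6 min pre-incubation, 100 s read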
An asterisk follows results filed as active; · = no result given.

#	Structure	CHRM1 agonist	M1 PAM	M1 antag	OXTR ag	TAAR1 antagonist
1	CC(C)c1ccc(C2/C(=C(/O)c3ccccc3)C(=O)C(=O)N2CCCN2CCOCC2)cc1 (stereo not given)	1	1	8	1.0	1
2	COc1cccc(CN(CC2CCCO2)S(=O)(=O)c2ccc(-n3cnnn3)c(OC)c2)c1 (stereo not given)	-9	9	-7	-0.1	11
3	N#CCCn1c(SCC(=O)NCCc2ccc(F)cc2)nc2ccccc21	-7	6	-17	1.2	-3
4	O=C(COC(=O)C1CC(=O)N(Cc2ccco2)C1)c1ccc(OC(=O)c2ccco2)cc1 (stereo not given)	1	0	4	4.1	23
5	CN(C)S(=O)(=O)c1cccc(COC(=O)CCNC(=O)c2ccc([N+](=O)[O-])cc2)c1	-3	0	-4	3.6	17
6	O=C(NCCNC(=O)c1ccccc1F)c1ccccn1	-1	9	-6	0.5	-9
7	CCCCCCn1c(CN2CCCCC2CC)nc2c1c(=O)n(C)c(=O)n2C (stereo not given)	-3	0	-1	-1.7	-15
8	Cc1ccc(OCC(=O)Nc2cccc(S(=O)(=O)N3CCCCCC3)c2)cc1C	-1	-12	18	0.8	47
9	S=C(Nc1cccnc1)Nc1ccccc1Br	-4	2	-3	0.3	-3
10	Cc1ccc(S(=O)(=O)Nc2nc3ccccc3nc2NCc2ccc3c(c2)OCO3)cc1C	-6	9	-6	0.8	3

#	V1aR counter	TAAR1 ag	CHO parental Ca	OXTR potentiate
1	2.3	1	-9	-1
2	-0.5	2	-8	-7
3	0.2	5	-25	-8
4	2.9	6	-15	-5
5	3.5	-3	-4	-3
6	1.1	5	-6	-1
7	-1.1	5	-14	1
8	4.2	5	19	-14
9	-0.1	0	5	-3
10	-0.6	1	-5	0

Part of the list above, with each value named:
[2] COc1cccc(CN(CC2CCCO2)S(=O)(=O)c2ccc(-n3cnnn3)c(OC)c2)c1 (stereo not given)
  CHRM1 agonist: -9 | M1 PAM: 9 | M1 antag: -7 | OXTR ag: -0.1 | TAAR1 antagonist: 11 | V1aR counter: -0.5 | TAAR1 ag: 2 | CHO parental Ca: -8 | OXTR potentiate: -7

[3] N#CCCn1c(SCC(=O)NCCc2ccc(F)cc2)nc2ccccc21
  CHRM1 agonist: -7 | M1 PAM: 6 | M1 antag: -17 | OXTR ag: 1.2 | TAAR1 antagonist: -3 | V1aR counter: 0.2 | TAAR1 ag: 5 | CHO parental Ca: -25 | OXTR potentiate: -8

[4] O=C(COC(=O)C1CC(=O)N(Cc2ccco2)C1)c1ccc(OC(=O)c2ccco2)cc1 (stereo not given)
  CHRM1 agonist: 1 | M1 PAM: 0 | M1 antag: 4 | OXTR ag: 4.1 | TAAR1 antagonist: 23 | V1aR counter: 2.9 | TAAR1 ag: 6 | CHO parental Ca: -15 | OXTR potentiate: -5

[5] CN(C)S(=O)(=O)c1cccc(COC(=O)CCNC(=O)c2ccc([N+](=O)[O-])cc2)c1
  CHRM1 agonist: -3 | M1 PAM: 0 | M1 antag: -4 | OXTR ag: 3.6 | TAAR1 antagonist: 17 | V1aR counter: 3.5 | TAAR1 ag: -3 | CHO parental Ca: -4 | OXTR potentiate: -3

(further entries)
#	Structure	CHRM1 agonist	M1 PAM	M1 antag	OXTR ag	TAAR1 antagonist
11	Cn1ccnc1C(O)c1ccco1 (stereo not given)	-5	8	-12	0.0	-17
12	Cc1ccc(OC(=O)CCC(=O)Nc2ccc(S(=O)(=O)Nc3cc(C)on3)cc2)cc1	-5	4	-1	0.2	-4
13	Cc1nn(-c2ccccc2)c(C)c1/C=C/C(=O)OCC(=O)Nc1ccc(S(N)(=O)=O)cc1	-3	0	7	-0.5	0
14	CN1CCN(C(=O)C2CC(=O)N(c3ccc(Cl)cc3)C2)CC1 (stereo not given)	0	-1	-7	1.0	-9
15	COc1cccc(-n2c(=S)sc3c(=O)n(-c4ccccc4C)c(SCC(=O)O)nc32)c1	-2	19	-21	-0.9	-12
16	Cc1nc2ccccn2c1-c1csc(NCc2ccco2)n1	-1	4	-3	6.2	9
17	COc1cccc(CNc2nc3cc(-c4ccc(OC)c(OC)c4)sc3c(=O)n2C)c1	-4	3	-4	·	-11
18	CC(C)Oc1ccc(C(=O)Nc2cc(=O)n(C)c(=O)n2C)cc1	-2	8	-13	0.1	-3
19	COc1cc(/C=C/C(=O)N2CCCC2)cc(OC)c1OC	-2	9	-6	0.2	-11
20	CCOC(=O)N1CCN(c2ccncc2S(=O)(=O)N2CCCCC2)CC1	0	6	-4	-1.1	-32

#	V1aR counter	TAAR1 ag	CHO parental Ca	OXTR potentiate
11	0.9	6	1	-3
12	0.1	14	-5	-1
13	0.1	4	2	0
14	-0.4	7	8	-1
15	-0.4	2	8	-15
16	6.8	4	0	-26
17	·	1	·	·
18	0.1	0	-4	-4
19	0.4	1	-6	1
20	-0.4	-1	4	0

Continuation.
#	Structure	CHRM1 agonist	M1 PAM	M1 antag	OXTR ag	TAAR1 antagonist
21	CCOc1ccc(Oc2ccccc2NC(=O)CCNC(C)=O)cc1	-7	7	-14	-0.2	-7
22	Cc1nc2ccccc2cc1C(=O)N/N=C/c1ccccc1[N+](=O)[O-]	0	6	0	1.6	-7
23	COc1ccc(C=C(C#N)C#N)c(CSc2ccccn2)c1	-4	5	-4	-0.6	-41
24	CC1CCCCN1CC(O)COCc1ccccc1 (stereo not given)	-9	12	-17	·	-4
25	OC(COC(c1ccccc1)c1ccccc1)CN1CCCCC1 (stereo not given)	-7	-4	-12	2.5	-6
26	CN(C)C(=O)c1cn(-c2ccccc2)nc1-c1cccc([N+](=O)[O-])c1	-1	2	-1	-0.7	17
27	COc1ccc(/C=C2\CN(Cc3ccccc3)C/C(=C\c3ccc(OC)cc3)C2=O)cc1	-5	4	-8	-0.1	21
28	O=C(CSc1nc2ccccc2s1)NC1CCCc2ccccc21 (stereo not given)	-2	-4	2	-1.7	4
29	CC(=O)c1ccccc1NC(=O)COC(=O)CCC1CCCC1	-5	4	-5	-1.6	-9
30	c1ccc(-c2ccc(OCCCNC3CCCC3)cc2)cc1	0	-29	36*	15	10

#	V1aR counter	TAAR1 ag	CHO parental Ca	OXTR potentiate
21	0.0	5	-1	-4
22	3.2	12	-17	-7
23	-0.6	5	-17	2
24	·	-1	·	·
25	2.6	2	-30	1
26	0.6	5	-19	-10
27	-0.1	6	-11	2
28	-0.8	-1	-25	-8
29	0.5	10	-4	-1
30	8.4	30	-1	-21

The results go on:
#	Structure	CHRM1 agonist	M1 PAM	M1 antag	OXTR ag	TAAR1 antagonist
31	COCCCN1C(=O)C(CC(=O)NCc2cccs2)CC(C(=O)N2CCOCC2)=C1C (stereo not given)	-2	5	-9	·	-11
32	CCOC(=O)c1cnc(SCC)[nH]c1=O	-3	2	-5	-0.1	-10
33	COc1ccc(N(CC(=O)N2CCN(c3ccccc3)CC2)S(=O)(=O)c2ccccc2)cc1	-4	-1	3	·	-19
34	O=C(CN1CCC(C(=O)c2ccc3c(c2)OCCO3)CC1)Nc1ccccc1C(F)(F)F	-8	0	-2	-0.9	10
35	CNS(=O)(=O)c1cccc(C(=O)NNC(=O)CN(C)S(=O)(=O)c2ccc(Cl)cc2)c1	-2	7	-17	1.0	-14
36	COc1ccc(CN(C)Cc2cc(=O)oc3cc(C)c(C(C)C)cc23)cc1OC	-6	-4	6	-2.1	11
37	C/[N+]([O-])=C\c1coc2ccccc2c1=O	0	7	-38	1.6	-6
38	c1cncc(-c2nc(-c3cccs3)cs2)c1	-3	4	-3	-2.1	-12
39	COc1cccc(OCCn2cc(C(C)=O)c3ccccc32)c1	2	-8	21	11	21
40	Cc1nc(-c2ccncc2)nc(NCCNc2ncccc2C(F)(F)F)c1Cl	-7	-1	2	-2.1	-30

#	V1aR counter	TAAR1 ag	CHO parental Ca	OXTR potentiate
31	·	5	·	·
32	0.1	0	-9	-7
33	·	1	·	·
34	0.1	1	-17	-4
35	-1.5	2	-7	2
36	-0.8	-3	-20	-16
37	2.2	8	-4	-4
38	-0.5	10	2	-9
39	10	12	32*	-19
40	-1.5	-1	-16	-3

(list continues)
#	Structure	CHRM1 agonist	M1 PAM	M1 antag	OXTR ag	TAAR1 antagonist
41	CN(C(=O)CCN1C(=O)/C(=C/c2ccccc2F)SC1=S)C1CCS(=O)(=O)C1 (stereo not given)	0	0	10	6.0	-11
42	CCN(CC)/C(=N/O)NC(=O)NS(=O)(=O)c1ccc(C)cc1	-3	-3	-5	0.3	-1
43	Cc1cn(CC(=O)NCCN2CCOCC2)c(=O)[nH]c1=O	-3	8	-10	·	-27
44	COc1ccccc1NC(=O)CCCCCN1C(=O)c2cccc3cccc(c23)C1=O	-3	-1	-5	-1.8	14
45	Cc1ccc2nsnc2c1N	-5	3	4	0.3	1
46	CCOC(=O)c1c(CN2CCOCC2)n(-c2ccccc2)c2ccc(O)cc12	-6	4	-8	0.0	26
47	CC(Oc1ccc(Cl)cc1Cl)C(=O)NCCCn1ccnc1 (stereo not given)	-6	-6	-12	-0.2	-3
48	COc1ccc(NC(=O)c2ccccc2-c2ccc(C(F)(F)F)cc2)cc1S(=O)(=O)N1CCOCC1	-2	-5	9	3.2	3
49	CC(=O)Nc1cc(NC(C)=O)cc(C(=O)OCC(=O)c2ccc3c(c2)OCO3)c1	-6	12	-7	1.8	-15

#	V1aR counter	TAAR1 ag	CHO parental Ca	OXTR potentiate
41	5.4	5	7	-10
42	0.1	10	-3	-10
43	·	5	·	·
44	0.3	5	-30	-2
45	-0.3	0	1	-7
46	-0.9	21	-10	0
47	0.3	6	-2	0
48	7.4	9	-10	-16
49	1.1	0	-15	7
